human PMI inhibitors – MPI inhibition at elevated mannose 6-phosphate – biochemical, fluorescence intensity, high mannose 6-phosphate, primary screen (AID 1220); recombinant PMI enzyme, coupled fluorescence intensity; higher % means a stronger effect; inhibition, % at 20 µM; hits with a dose series show IC50 in µM; hit rate 0.66% among 190,000
West Nile antiviral – inhibition of WNV-induced cytopathic effect – cell-based, CPE readout (AID 1621). West Nile virus-infected cells, CPE inhibition; higher % means a stronger effect. hit rate 0.02% among 290,000. CPE inhibition, % at 10 µM; hits with a dose series show IC50 in µM; in the data active means a potency from the dose series; inconclusive means CPE inhibition mostly from about 3.7% at the one dose, without a potency; inactive means the rest, 99 in 100 with CPE inhibition below about 2.2%; further: strong numbers were not always called active
PMI inhibitors – inhibitors of human PMI, primary screen, biochemical, fluorescence intensity, coupled assay (AID 1209) | inhibition, % at 20 µM; hits with a dose series show IC50 in µM | hit rate 0.42% among 190,000 | purified PMI enzyme, coupled fluorescence intensity; higher % means a stronger effect;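 further: plate controls were DMSO vehicle for no effect and wells lacking substrate for full effect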
SV40 large T antigen – SV40 large T antigen inhibitors, biochemical (AID 1903); hit rate 0.39% among 310,000; inhibition, % at 20 µM, or IC50 in µM where a hit was titrated; SV40 large T antigen ATPase/helicase inhibition assay; higher % means a stronger effect; in the data active means a potency from the dose series; inconclusive means inhibition mostly from about 32% at the one dose, without a potency; inactive means the rest, 99 in 100 with inhibition below about 32%; further: strong numbers were not always called active
TNAP activation fold – human TNAP enzyme activators, primary screen, biochemical, luminescent, no phosphate acceptor, uHTS (AID 1001); hit rate 0.03% among 200,000; activation fold at 20 µM; hits with a dose series show EC50 in µM; purified TNAP, luminescent activation assay, no phosphate acceptor; higher activation fold means a stronger effect; in the data active means activation fold from about 3, or a potency from the dose series; inactive means the rest, 99 in 100 with activation fold below about 1.6; further: many of its hits are not listed in these tables
ER stress rescue – rescue of cells from ER stress-induced death, primary screen, 384-well, CSM14.1, thapsigargin, ATP luminescence (AID 1222); CSM14.1 thapsigargin-induced death rescue, ATP luminescence; higher % means a stronger effect; cellular ATP content (survival), % at 20 µM, or EC50 in µM where a hit was titrated; 190,000 tested, under 10 active;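 active means EC50 below 50 µM in the dose-response confirmation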;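 further: death triggered by thapsigargin at about 15 µM added after 2 h compound pretreatment; cell ATP read after overnight thapsigargin exposure of roughly 18 to 22 hours; normalized against plate controls of thapsigargin alone and 5% DMSO vehicle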
PhoP inhibition – PhoP-dependent GFP reporter repression – Salmonella Typhimurium, primary screen (AID 1863). one-dose inhibition, % at 50 µM; IC50 in µM for titrated hits. S. Typhimurium PhoP-regulated promoter GFP reporter, 4 h; higher % means a stronger effect. hit rate 0.16% among 300,000;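 active means inhibition over 29.93%, a cutoff 3 SD above the screen mean, later confirmed by dose response; inconclusive means inhibition over 29.93% but no dose response follow-up; inactive means inhibition at most 29.93% or unconfirmed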;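 further: 0% = low Mg2+ inducing control and 100% = high Mg2+ repressing control; strong numbers were not always called active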
Ins promoter up – MIN6 insulin promoter up-regulation. MIN6 insulin promoter-GFP reporter, high-content imaging; active compounds read high. z-score at 5 µM. hit rate 0.3% among 190,000. AID 1625;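 active means z-score above 3 at 5 µM with at least 500 cells counted in the well; inconclusive means wells under 500 cells, flagged as cytotoxic or low count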
RSV CPE inhibition – RSV antiviral activity via CPE protection, HEp-2 cells, primary 10 µM value included (AID 2391); HEp-2 cells, RSV-induced CPE inhibition; higher % means a stronger effect; one-dose CPE inhibition, % at 10 µM; IC50 in µM for titrated hits; hit rate 0.13% among 310,000; in the data active means a potency from the dose series; inconclusive means CPE inhibition mostly from about 23% at the one dose, without a potency; inactive means the rest, 99 in 100 with CPE inhibition below about 21%; further: strong numbers were not always called active
Ins promoter up cell count – recorded beside Ins promoter up, whose call it bears; cell count; measured here: cytotoxicity, nuclei count;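 total cells summed across four imaged fields per well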
* hit, by the source's call; ? = inconclusive; · = not tested or not shown. Unless noted, no stated cut-off is given here; in the data, active means inhibition above about 50%; inactive means the rest.

SMILES	human PMI inhibitors	West Nile antiviral	PMI inhibitors	SV40 large T antigen	TNAP activation fold	ER stress rescue	PhoP inhibition	Ins promoter up	Ins promoter up cell count	RSV CPE inhibition
O=C(COC(=O)[C@@H]1CC(O)CN1S(=O)(=O)c1ccccc1[N+](=O)[O-])Nc1ccc2ccccc2c1 (stereo not given in full)	7%	0.1%	5%	2%	0.9	1.8%	9%	0.06	1190	2.8%
Cc1cccc(C(=O)N2CCN(CCNC(=O)C(=O)Nc3ccc(F)cc3)CC2)c1	·	-0.2%	·	0%	·	·	8%	·	·	-0.5%
Cc1ccc(N2CC(C(=O)N3CCC(C(=O)Nc4ccc(Br)cc4)CC3)CC2=O)cc1 (stereo not given)	·	1.1%	·	4%	·	·	1%	·	·	15%
COc1cccc(NC(=O)CCS(=O)(=O)c2cccs2)c1	10%	0.1%	0%	-2%	1.1	-3.2%	1%	·	·	2.2%
COc1ccc(Cc2nn3c(Cn4nnc5ccccc54)nnc3s2)cc1	13%	-0.4%	38%	0%	1.2	-2.7%	19%	-0.79	1831	20%
COc1cccc(CN(C(=O)c2cc3ccccc3oc2=O)C2CC2)c1	10%	-1.1%	6%	3%	1	-0.9%	2%	-0.58	1342	3.9%
Cc1cc(NC(=O)OC(C)C)ccc1-c1ccc(NC(=O)OC(C)C)cc1C	·	-0.2%	·	-3%	·	·	-5%	-1.5	1033	-0.1%
C=CCOC(=O)CN1C(=O)c2ccccc2C1=O	4%	-0.5%	-5%	15%	1.1	-1.1%	-13%	-0.08	1135	0.1%
Cc1ccc(-c2ccc(NC(=O)C3C4C=CC(C4)C3C(=O)O)cc2)o1 (stereo not given)	-34%	-0.2%	-11%	6%	0.9	-0.5%	21%	1.2	810	7.0%
Cc1nnc(SCC(=O)c2cc(C)n(-c3c(C)n(C)n(-c4ccccc4)c3=O)c2C)s1	3%	-0.2%	6%	7%	1.1	-1.8%	-11%	0.53	1242	0.3%
COc1ccc(OC(C)c2nnc(N)s2)cc1 (stereo not given)	-5%	-0.2%	-5%	10%	1.1	0.3%	4%	·	·	2.0%
N#CC1=C(SCC(=O)c2cc3ccccc3oc2=O)NC(=O)C(C#N)C12CCCC2 (stereo not given)	-13%	-0.1%	0%	5%	1	-0.3%	-13%	-0.39	1513	-0.1%
Cc1ccccc1OCc1n[nH]c(=S)n1-c1ccccc1	3%	-0.7%	6%	16%	1	-0.6%	-6%	0.37	1357	1.9%
Cc1ccccc1N(CC(=O)NCCSC1CCCCC1)S(=O)(=O)c1ccccc1	3%	-0.7%	8%	-4%	1.3	-2.1%	-10%	-1.9	1107	12%
COc1ccc(NC(=O)COC(=O)CCCc2c[nH]c3ccccc23)cc1	6%	0.4%	6%	8%	1	-2.8%	-12%	1.1	754	-0.6%
COc1ccc(C2=C(C)CC(C)(C)NC2=O)cc1OC	-1%	0.3%	0%	-2%	1.2	3.0%	5%	-0.02	1265	0.7%
COc1ccccc1N1CCN(CC(C)N(C(=O)C2CCCCC2)c2ccccn2)CC1 (stereo not given)	·	-1.1%	·	9%	·	·	-11%	·	·	0.1%
CCS(=O)(=O)c1ccc2oc(SCC(=O)NCCc3ccc(F)cc3)nc2c1	11%	-0.4%	10%	-62%	1.1	0.8%	2%	-0.97	1562	18%
O=C(COC(=O)c1cccc(-n2cnnn2)c1)c1ccccc1	·	-0.2%	·	17%	·	·	2%	·	·	1.3%
CCOC(=O)c1c(-c2ccccc2)csc1/N=C/C1C(=O)CCCC1=O	45%	0.4%	17%	12%	0.9	-3.1%	20%	0.26	1480	5.2%
O=C(NC12CC3CC(CC(C3)C1)C2)N1CCN(C(=O)c2ccco2)CC1	8%	-0.7%	3%	21%	0.9	2.1%	1%	0.01	1553	-0.2%
Cc1ccc(NC(=O)c2sc(N)nc2-c2ccc([N+](=O)[O-])cc2)cc1C	·	-0.2%	·	0%	·	·	-5%	0.31	1434	-0.7%
CCOc1ccc(Nc2ncnc(N)n2)cc1	3%	0.4%	12%	13%	1.1	-0.8%	1%	0.05	874	0.7%
CCCN(CCC)C(=O)Cn1c(=O)n(CCCCC(=O)NC2CCCC2)c(=O)c2ccccc21	9%	-0.4%	7%	12%	1	-1.2%	-1%	0.88	1966	0.5%
COc1ccc(N2CCN(C(=O)c3cccc(NC(=O)c4ccco4)c3)CC2)cc1	·	-0.8%	·	20%	·	·	2%	·	·	3.1%
Cc1ccc(-c2n[nH]c(=S)n2/N=C/c2c(C)[nH]n(-c3ccccc3)c2=O)cc1	6%	-0.2%	-9%	17%	1.5	-1.0%	-8%	·	·	1.1%
CC(C)C(=O)Nc1nnc(CCc2nnc(NC(=O)C(C)C)s2)s1	1%	0.3%	-1%	6%	1.1	-2.1%	-5%	·	·	2.2%
NC(=O)COc1ccc(-n2cnnn2)cc1	4%	0.6%	-4%	4%	1	-4.8%	-3%	-0.36	1277	-0.1%
CC(=O)c1sc(NC(=O)c2ccccc2)nc1-c1ccccc1	-4%	0.0%	-1%	9%	1	-1.2%	2%	0.73	1481	4.0%
CN1CCN(CCCNC(=O)CN2C(=O)COc3ccccc32)CC1	·	-0.6%	·	4%	·	·	-1%	·	·	0.3%
CC12CCC(C)(c3nc4ccccc4nc31)C2(C)C	-4%	-0.1%	-4%	-2%	1.1	-2.2%	2%	·	·	0.1%
Cc1ccccc1Nc1c([N+](=O)[O-])ccc2nonc12	·	-1.4%	·	7%	·	·	3%	·	·	1.2%
CCN(CC)C(CNS(=O)(=O)c1ccc(Cl)cc1)c1ccccc1 (stereo not given)	13%	-1.1%	8%	4%	1.1	0.2%	6%	0.8	1634	-1.7%
O=C(Nc1ccncc1)Nc1cccc(Cl)c1Cl	·	-1.1%	·	9%	·	·	8%	·	·	14%
Cc1occc1C(=O)NCc1ccco1	-2%	1.1%	-7%	-4%	1.1	0.2%	7%	-0.03	1353	0.8%
CCn1c(C(=O)N2CCCC(C(=O)NCCCc3ccccc3)C2)cc2sccc21 (stereo not given)	-13%	-0.3%	-13%	22%	1.1	-0.3%	6%	-1.8	500	4.7%

Complete entries from above. Order of values: human PMI inhibitors | West Nile antiviral | PMI inhibitors | SV40 large T antigen | TNAP activation fold | ER stress rescue | PhoP inhibition | Ins promoter up | Ins promoter up cell count | RSV CPE inhibition
CN1CCN(CCCNC(=O)CN2C(=O)COc3ccccc32)CC1 reads · | -0.6% | · | 4% | · | · | -1% | · | · | 0.3%
CCn1c(C(=O)N2CCCC(C(=O)NCCCc3ccccc3)C2)cc2sccc21 (stereo not given) reads -13% | -0.3% | -13% | 22% | 1.1 | -0.3% | 6% | -1.8 | 500 | 4.7%
COc1ccc(N2CCN(C(=O)c3cccc(NC(=O)c4ccco4)c3)CC2)cc1 reads · | -0.8% | · | 20% | · | · | 2% | · | · | 3.1%
CC(=O)c1sc(NC(=O)c2ccccc2)nc1-c1ccccc1 reads -4% | 0.0% | -1% | 9% | 1 | -1.2% | 2% | 0.73 | 1481 | 4.0%

Next structures follow:
SMILES	human PMI inhibitors	West Nile antiviral	PMI inhibitors	SV40 large T antigen	TNAP activation fold	ER stress rescue	PhoP inhibition	Ins promoter up	Ins promoter up cell count	RSV CPE inhibition
Cc1ccc2nc(-c3ccc(NC(=O)COC(=O)c4ccc(=O)[nH]c4)cc3)sc2c1	-20%	-0.9%	-17%	9%	1.1	-8.0%	4%	0.05	1281	12%
O=C(NC(=S)Nc1cc(S(=O)(=O)N2CCOCC2)ccc1N1CCOCC1)c1ccco1	3%	-0.6%	4%	8%	1	-0.3%	4%	-1.5	1235	1.1%
Cc1cc(-c2ccccc2)nc(N(C)NC(=O)C2CC2)c1S(C)(=O)=O	-2%	-0.3%	-1%	12%	1	0.8%	-2%	-0.37	1259	-0.6%
CC1CN(C(=O)c2ccc(NS(=O)(=O)c3ccc(F)cc3)cc2)CC(C)O1 (stereo not given)	·	-0.6%	·	29%	·	·	-5%	·	·	1.8%
O=C(CCc1ccc(Oc2cc([N+](=O)[O-])cc([N+](=O)[O-])c2)cc1)N1CCCCCC1	-3%	-1.4%	6%	8%	1.2	3.0%	-1%	-0.02	1450	19%
CC(=O)Nc1ccc(S(=O)(=O)N(C)CC(=O)N/N=C/c2ccncc2)cc1	·	0.9%	·	9%	·	·	-1%	·	·	0.7%
COC(=O)c1c(NC(=O)C2CC(=O)NN2Cc2ccccc2)sc(C)c1C (stereo not given)	16%	0.0%	20%	5%	1	1.5%	-5%	-0.53	1677	-1.2%
CC(=O)Oc1c(C)c(OC(C)=O)c2c(c1C(C)=O)OC1CC(=O)C(C(C)=O)=C(O)C21C (stereo not given)	·	0.3%	·	-2%	·	·	0%	0.41	906	0.3%
CC(C)(C)NC(=O)c1cccc(NC(=O)Cc2cccs2)c1	1%	-0.5%	2%	-1%	1.1	0.1%	6%	-0.55	1439	-0.4%
COC(=O)C1=C(N)Oc2cc(C)[nH]c(=O)c2C1c1ccc(Cl)cc1 (stereo not given)	·	0.3%	·	0%	·	·	-2%	0.09	918	0.8%
COc1ccc(NS(=O)(=O)c2c(C)cc(C)cc2C)cn1	·	0.7%	·	1%	·	·	6%	·	·	19%
COc1cc(CN2CCNC(=O)C2CC(=O)NC2CCCCC2)cc(OC)c1 (stereo not given)	·	-0.6%	·	0%	·	·	-12%	·	·	-0.1%
O=P(O)(CN1CCCCCC1)C1Cc2ccccc2C1	·	-0.1%	·	8%	·	·	-8%	0	1406	-0.6%
CCOc1ccccc1CN1CCN(Cc2ccc(C)o2)C(CCO)C1 (stereo not given)	4%	-0.1%	11%	4%	1.1	1.2%	1%	-0.17	1459	0.1%
CCN(CC)C(=O)CN(C#N)c1nc(Cl)nc(N(C)C)n1	6%	-0.4%	0%	12%	1.1	1.7%	-1%	-0.24	1169	1.4%
Cc1cc(C)cc(NC(=O)C2CCCN(c3nc(C)cc(C)n3)C2)c1 (stereo not given)	1%	1.0%	8%	8%	1.1	0.0%	2%	-0.57	917	0.0%
CC1(C)CC(=O)c2sc(NC(=O)C3COc4ccccc4O3)nc2C1 (stereo not given)	12%	0.1%	17%	5%	1	·	-10%	1.1	1987	0.1%
COc1cccc(C2CC(=O)N3CN(c4cccc(Cl)c4C)CSC3=C2C#N)c1OC (stereo not given)	0%	-0.3%	43%	?	1	0.9%	5%	0.03	962	2.9%
Cc1noc2ncnc(Sc3ccccc3Cl)c12	-9%	-0.6%	-7%	5%	1	-4.7%	18%	1.3	659	-0.5%
O=C(Cn1c(-c2cscn2)nc2ccccc21)Nc1ccc2ccccc2c1	5%	?	5%	16%	1.1	-1.3%	-2%	-0.53	1635	-1.6%
O=C(Nc1ccc(F)cc1)Nc1ccc(Cl)cn1	3%	1.8%	9%	1%	1	-0.7%	29%	0.56	1218	1.2%
CCn1cc(C(=O)NCCOC)c(=O)c2ccc(C)nc21	10%	-0.5%	18%	6%	1.1	1.1%	-2%	1.8	1281	0.7%
Cc1ccccc1CNC(=O)c1cc2ccccc2o1	·	-0.4%	·	28%	·	·	-4%	·	·	4.3%
Cc1ccccc1N1CC(C(=O)Nc2ccc3c(c2)OCO3)CC1=O (stereo not given)	·	0.8%	·	5%	·	·	-1%	·	·	0.5%

Screening data as filed in PubChem BioAssay.
